Assay outcomes as filed in PubChem.
Ecoli WT growth = blocks growth of wild type E. coli BW25113; hit rate 0.05% among 20,000; AID 552; E. coli BW25113 growth inhibition, OD600; inhibition, % at 10 µM; in the data active = inhibition above about 40%;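 note: bacteria exposed to compound for 20 hours at 37 °C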
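Assay system: Bacterial strain in a whole-cell growth screen | Amount: Inoculum from a 1:1000 dilution of a 1.5 h subculture | Detection: Absorbance at 615 nm as a measure of bacterial growth | Timing: 20 h exposure, 37 °C | Buffer or medium: LB plus kanamycin 50 µg/mL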
An asterisk follows results filed as active.

Sample of the layout, three compounds:
SMILES	Ecoli WT growth
COc1ccc(CN(CCN(C)C)c2ccccn2)cc1	8
CC(C)Cc1ccc(C(C)C(=O)O)cc1 (stereo not drawn)	11
CC1=NN(c2ccccc2)C(=O)C1	3

This part in full, from the start:
SMILES	Ecoli WT growth
COc1ccc(CN(CCN(C)C)c2ccccn2)cc1	8
CC(C)Cc1ccc(C(C)C(=O)O)cc1 (stereo not drawn)	11
CC1=NN(c2ccccc2)C(=O)C1	3
CN(C)CCCN1c2ccccc2Sc2ccccc21	10
COc1ccccc1OCC(O)COC(N)=O (stereo not drawn)	-3
Cc1nnc(NS(=O)(=O)c2ccc(N)cc2)s1	8
NS(=O)(=O)c1cc2c(cc1C(F)(F)F)NC(Cc1ccccc1)NS2(=O)=O (stereo not drawn)	5
COc1cc2nc(N3CCN(C(=O)C4COc5ccccc5O4)CC3)nc(N)c2cc1OC (stereo not drawn)	0
C[C@]12CC[C@H]3[C@@H](CCC4=CC(=O)CC[C@@]43C)[C@@H]1CC[C@@H]2C(=O)CO	5
c1ccc2c(CC3=NCCN3)cccc2c1	1

Reprinted at random: two compounds from above, in no set order.
SMILES	Ecoli WT growth
CN(C)CCCN1c2ccccc2Sc2ccccc21	10
CC(C)Cc1ccc(C(C)C(=O)O)cc1 (stereo not drawn)	11

The list is partial, so the mix of outcomes need not match the whole.
